S3 lipid droplet: qHTS Assay for Lipid Storage Modulators in Drosophila S3 Cells | 320,000 tested, 0.64% active | Drosophila S3 cells, BODIPY lipid droplet fluorescence, 18-24 h; cells fed with added oleic acid | AID 2685, 2010 | lipid storage change, negative = inhibition, % at the top dose, mostly 46.1 µM; hits show Potency in µM; active means well fitted inhibition curve with a large enough effect in the signal ratio, with a control signal flat, not every such curve was filed as active; inconclusive means small, poorly fitted or top-dose-only effect, or effect the other way, or a change in a side signal; the % refers to the signal ratio
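Drosophila S3 cells got compounds at several concentrations plus oleic acid (400 uM solution). Laser-scanning cytometry with 488 nm excitation read lipid droplets at 500-530 nm and cells at 575-640 nm. Percent activity was relative to 20 uM Triacsin C.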
S3 lipid droplet cell count max: also measured in S3 lipid droplet; calls as there; cell number change, %; measured here: cell count max response;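 cells counted by Cell Tracker Red CMTPX staining in the red channel; peak over a dose series mostly up to 46.1 µM; percent activity relative to internal control wells on each plate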
* marks the source's active call; other numbers are inactive results; i = inactive; ? = inconclusive; . = no result given; [ ] = dose if it differs, or a comment. On the % scale 0 is the no-effect control and ±100 the full control effect; potency means the concentration at half of the fitted maximal effect. An excerpt; rates above refer to the full screens.

Each structure is followed by: S3 lipid droplet	S3 lipid droplet cell count max
#1 Cn1c(-c2ccc(F)cc2)cc2onc(-c3ccccc3Cl)c2c1=O
 : ?	.
#2 CCNC(=S)N1CCC(NC(=O)c2ccco2)CC1
 : -6.0%	-7.9
#3 COc1ccc(C(=O)NC(C)c2ccncc2)cc1S(=O)(=O)N(C)Cc1ccccc1 (configuration not stated)
 : ?	.
#4 COc1ccc2nc(C)cc(Nc3ccc(C)cc3)c2c1
 : -1.0%	13.7
#5 CCOc1ccc(S(=O)(=O)NCCC(=O)N2CC(C)OC(C)C2)cc1 (configuration not stated)
 : i	24.0
#6 FC(F)(F)c1cccc(-c2ccc(/C=N/Nc3nncc(-c4ccccc4)n3)o2)c1
 : ?	.
#7 CCC(=O)N1CC23C=CC(CC2CC12CCCCC2)O3 (configuration not stated)
 : ?	.
#8 O=C(CN(c1ccccc1)S(=O)(=O)c1ccccc1)NCCSc1ccccn1
 : 14.8%	9.1
#9 Cc1ccc(N(CC(=O)NC2CCCC2)C(=O)CNC(=O)c2cccs2)cc1F
 : ?	.
#10 Cc1ccc([N+](=O)[O-])c(OCC(=O)OCC(=O)c2ccccc2)c1
 : 5.3%	2.8
#11 COc1ccccc1NC(=O)C/C(C)=N/NC(=O)COc1c(Br)cc(Br)cc1OC
 : 8.5%	16.9
#12 CCN(CC(=O)Nc1ccc(OC)cc1)C(=O)c1oc2c(Cl)cccc2c1C
 : ?	.
#13 O=C(O)C1C2C=CC3(CN(Cc4ccncc4)C(=O)C13)O2 (configuration not stated)
 : 2.1%	3.0
#14 CS(=O)(=O)N1N=C(c2ccco2)CC1c1ccccc1 (configuration not stated)
 : 14.3%	1.4
#15 Cc1onc(-c2c(F)cccc2Cl)c1C(=O)ONC(=O)c1ccccc1
 : -0.6%	10.6
#16 CC(=O)Nc1ccc(S(=O)(=O)N2CCN(c3ncccn3)CC2)cc1
 : ?	.
#17 COc1ccc(/C=C(\C#N)C(=O)N=CN(C)C)cc1
 : ?	.
#18 CCCCN1CC(C(=O)NC2CCCCC2)CC1=O (configuration not stated)
 : ?	.
#19 COc1ccc(C2COC(=O)C2=N)c(NC(=O)c2ccccc2)c1 (configuration not stated)
 : i	-17.5
#20 COc1cnc(-c2ccccn2)nc1Sc1cccc(Cl)c1
 : 1.4%	-3.7
#21 COc1ccccc1NC(=O)c1cc(Cl)ccc1NC(=O)c1ccco1
 : ?	.
#22 CC(C)CN(CCCNC(=O)CN1C(=O)CSc2ccc(S(=O)(=O)N3CCOCC3)cc21)CC(C)C
 : 4.2%	.
#23 C=CCN(C(=O)COc1ccccc1)c1nnc(-c2ccncc2)s1
 : -28.8%	-20.1
#24 CCn1nnnc1SCC(=O)Nc1cccc(C)n1
 : ?	.
#25 CCC(C)(C)NC(=O)C1CCCN1C(=O)NC1CCCCC1 (configuration not stated)
 : 5.2%	7.6
#26 CCOC(=O)CNC(=O)C(NC(=O)C1CCC(C)CC1)C(C)CC (configuration not stated)
 : ?	.
#27 CCOc1cc(/C=C(\C#N)C(N)=O)ccc1OCc1c(C)no[n+]1[O-]
 : -0.6%	-1.0
#28 CCOC(=O)CSc1nc(C)c2ccccc2n1
 : i	.
#29 O=c1oc2ccccc2cc1-c1nnc(-c2cccc(Br)c2)o1
 : ?	.
#30 COc1ccc(Br)cc1CNC(=O)C1CCN(c2nnc(N3CCCC3=O)s2)CC1
 : ?	.

Next part, starting with the last three of the part before.
Each structure is followed by: S3 lipid droplet	S3 lipid droplet cell count max
#28 CCOC(=O)CSc1nc(C)c2ccccc2n1
 : i	.
#29 O=c1oc2ccccc2cc1-c1nnc(-c2cccc(Br)c2)o1
 : ?	.
#30 COc1ccc(Br)cc1CNC(=O)C1CCN(c2nnc(N3CCCC3=O)s2)CC1
 : ?	.
#31 Cn1c(=O)c2c(nc(N3CCOCC3)n2CC(=O)c2ccccc2)n(C)c1=O
 : ?	.
#32 CC(Oc1ccccc1[N+](=O)[O-])C(=O)N/N=C/c1ccoc1 (configuration not stated)
 : i	5.9
#33 Cc1cc(C)n(-c2nc(NC(C)(C)C)nc(NC(C)(C)C)n2)n1
 : -1.2%	1.2
#34 COc1ccc(Cn2c(SC)nc3ccccc32)cc1[N+](=O)[O-]
 : ?	.
#35 COc1ccc(S(=O)(=O)N2CCN(S(=O)(=O)c3ccc4c(c3)OCCO4)CC2)cc1
 : ?	.
#36 Cn1cccc1P(=O)(c1cccn1C)c1cccn1C
 : 5.17µM*	-5.0*
#37 [O-]/[N+](=C\c1ccncc1)c1ccccc1
 : 7.9%	8.6
#38 COc1ccc(N2CCN(S(=O)(=O)c3ccc4c(c3)NC(=O)CC(=O)N4)CC2)cc1
 : i	-6.4
#39 CN(C(=O)CSc1nc2ccccc2c(=O)n1-c1ccc(F)cc1)C1CCS(=O)(=O)C1 (configuration not stated)
 : ?	.
#40 Cc1cc(C)cc(-n2nnnc2SCC(=O)N2CCOCC2)c1
 : 1.5%	6.1
#41 COc1cc(/C=N/NS(=O)(=O)c2ccc(C)cc2)ccc1OCc1cccc(C(=O)O)c1
 : i	-11.8
#42 COc1ccc(C(=O)Nc2ccnn2C2CCN(C(=O)c3cc(C)on3)CC2)cc1
 : -16.6%	-13.8
#43 COc1ccccc1N1CCN(C(=O)c2ccc(S(=O)(=O)N3CCCC3)cc2)CC1
 : ?	.
#44 O=C(O)CSCC(=O)NCc1c(Cl)cccc1Oc1ccccc1
 : ?	.
#45 Cn1c(=O)c2c(nc(N3CCCCCC3)n2Cc2cccc3ccccc23)n(C)c1=O
 : ?	.
#46 COc1cccc(CCc2nnc(CCC(=O)NC(C)c3c(C)nn(C)c3C)o2)c1 (configuration not stated)
 : ?	.
#47 CC12c3ccccc3C(c3ccccc31)C1C(=O)N(c3ccncc3)C(=O)C12 (configuration not stated)
 : ?	.
#48 CCn1cc(C(=O)N2CCN(C3CCCCC3)CC2)c2cc(OC)c(OC)cc2c1=O
 : ?	.
#49 Cc1c(C(=O)N2CCN(C(c3ccccc3)c3ccccc3)CC2)oc2ccccc12
 : ?	.
#50 CN(c1ncc(C(F)(F)F)cc1Cl)N1C(=O)C2ONC3(C(=O)CC(C)(C)CC3=O)C2C1=O (configuration not stated)
 : ?	.
#51 CCn1c(COc2ccccc2)nnc1SCC(=O)CC(=O)Nc1ccccc1OC
 : ?	.
#52 CCOC(=O)c1c(NC(=O)CSc2nnc(CNC(=O)c3ccco3)n2C)sc2c1CCC2
 : ?	.
#53 Cc1occc1C(=O)Nc1cccc(C(=O)O)c1
 : ?	.
#54 COc1cccc(NC(=O)CN(C)C(C)C(=O)N2CCCC2)c1 (configuration not stated)
 : ?	.
#55 COc1cccc(-c2cc(C(=O)N3CCCc4ccccc43)no2)c1
 : ?	.
#56 O=C(Nc1ccccc1F)Nc1cc(S(=O)(=O)N2CCOCC2)ccc1N1CCCC1
 : -0.4%	-4.3
#57 CN(C)CCNC(=O)/C(=C/c1ccc(-c2ccc(Cl)cc2Cl)o1)NC(=O)c1ccccc1
 : ?	.
#58 Cc1ccc(C(C)C)cc1OCC(=O)Nc1ccc(-n2cnnn2)cc1
 : ?	.
#59 Cc1cc(C#N)c(C)n1-c1cc(S(=O)(=O)N2CCOCC2)ccc1N1CCCC1
 : 17.4%	-16.3
#60 O=C(O)c1ccc2c(=O)n(-c3ccc(F)c(Cl)c3)c(=S)[nH]c2c1
 : 1.3%	-3.9

Compound profiles (already shown).
Listed for Cc1occc1C(=O)Nc1cccc(C(=O)O)c1 : S3 lipid droplet = ?; S3 lipid droplet cell count max = .
Listed for CN(c1ncc(C(F)(F)F)cc1Cl)N1C(=O)C2ONC3(C(=O)CC(C)(C)CC3=O)C2C1=O (configuration not stated) : S3 lipid droplet = ?; S3 lipid droplet cell count max = .
Listed for O=C(O)c1ccc2c(=O)n(-c3ccc(F)c(Cl)c3)c(=S)[nH]c2c1 : S3 lipid droplet = 1.3%; S3 lipid droplet cell count max = -3.9

Continuation:
Each structure is followed by: S3 lipid droplet	S3 lipid droplet cell count max
#61 COCCNc1nnnc2c1sc1nc(N3CCOCC3)c3c(c12)CC(C)(C)OC3
 : 1.3%	6.4
#62 CC1(C)Oc2ccc3ccc(=O)oc3c2/C(=C/O)C1=O
 : ?	.
#63 COc1ccc([C@@]2(C(C)C)ON(c3ccccc3C(F)(F)F)C2=O)cc1
 : ?	.
#64 COc1ccccc1C(=O)Nc1ccnn1C1CCN(C2CCSCC2)CC1
 : -16.4%	-2.9
#65 CC(=O)Nc1ccc(S(=O)(=O)NCC(=O)OCC(=O)NC23CC4CC(CC(C4)C2)C3)cc1
 : ?	.
#66 CN(Cc1ccccc1)C(=O)c1ccccc1-c1ccccc1
 : ?	.
#67 Cc1cc(C(=O)COC(=O)Cn2c(C(F)(F)F)nc3ccccc32)c(C)n1Cc1ccco1
 : ?	.
#68 Cc1oc(/N=C/c2cccc3ccccc23)c(C#N)c1C
 : 4.2%	-0.7
#69 CCOC(=O)c1[nH]c2ccc(F)cc2c1NC(=O)c1cc(OC)c(OC)c(OC)c1
 : ?	.
#70 COc1ccc(Nc2nc3[nH]c(=O)cc(O)c3s2)cc1
 : ?	.
#71 O=C(NNC(=O)c1cc2ccccc2oc1=O)c1ccccc1[N+](=O)[O-]
 : ?	.
#72 Cc1cc2cc(CNC(=O)C(C)Oc3ccccc3)ccc2n1C (configuration not stated)
 : ?	.
#73 CC(C)CN(CC(C)C)S(=O)(=O)N1CCC(C(=O)N2CCc3ccccc3C2)CC1
 : ?	.
#74 COc1cccc(C(=O)NCC(=O)N/N=C/c2ccc(OC(=O)c3cccs3)c(OC)c2)c1
 : ?	.
#75 CCOC(=O)CSC1=C(C#N)C(c2ccc(C)cc2)C2=C(CCCC2=O)N1 (configuration not stated)
 : ?	.
#76 c1coc(-c2nn3c(-c4ccco4)nnc3s2)c1
 : ?	.
#77 COc1cc(C(=O)NC(=S)Nc2ccc3[nH]c(=O)[nH]c3c2)cc(OC)c1OC
 : ?	.
#78 COc1ccc(C2CC(c3ccccc3)=NN2c2ccc(N)cc2)cc1 (configuration not stated)
 : ?	.
#79 N#C/C(=C\c1ccc[nH]1)Sc1nc2ccccc2s1
 : ?	.
#80 Cc1ccc(C)c(-c2nc3ccc(N)cc3[nH]2)c1
 : ?	.
#81 NC(=O)NC(=O)COC(=O)[C@H](Cc1ccccc1)NC(=O)c1cccs1
 : ?	.
#82 O=C(NCCc1nc(-c2ccc(F)cc2)no1)c1ccc(F)cc1
 : 25.5%	13.6
#83 COc1cc(NC(=O)c2cc(CC(C)C)on2)c(OC)cc1Cl
 : ?	.
#84 CS(=O)c1ccccc1-c1nc(-c2cccc(Cl)c2)no1 (configuration not stated)
 : 6.3%	15.5
#85 COc1cc(/C=N/NC(=O)c2cc(C)n(-c3ccc(F)cc3)c2C)cc(OC)c1O
 : ?	.
#86 COc1cccc(N2CCN(Cc3nnnn3C3CCCCC3)CC2)c1
 : 22.0%	-2.0
#87 CC(=O)Nc1ccc(S(=O)(=O)NC(C)C(=O)OCCOc2ccc(F)cc2)cc1 (configuration not stated)
 : ?	.
#88 CCC(C)Oc1cccc(OCCCCN2C(=O)NC(C)(C)C2=O)c1 (configuration not stated)
 : ?	.
#89 Oc1ccc(C[C@@H]2CNCCN2CCc2cc(C(F)(F)F)cc(C(F)(F)F)c2)cc1
 : ?	.
#90 Cc1ccc(C)c(N2CCN(C(=O)CCC(=O)N3CCOc4ccc(Cl)cc43)CC2)c1
 : ?	.
#91 CN1C(=O)/C(=C\C(=O)c2cccs2)c2ccccc21
 : ?	.
#92 Nc1ccc(C(=O)Nc2nccs2)cc1
 : 2.0%	1.6
#93 Cc1onc(-c2ccccc2)c1C(=O)NCC(O)c1ccccc1 (configuration not stated)
 : -12.2%	5.5
#94 COc1cc2c(cc1OC)C(c1cccc([N+](=O)[O-])c1)N(C(=O)c1ccc(F)cc1)CC2 (configuration not stated)
 : 11.5%	-7.3
#95 CCC(CC)C(=O)c1c[nH]c(C(=O)NC2CCCCCC2)c1
 : i[0.369 µM]	-7.6
#96 CCCC(=O)N1CCN(c2ccc(NC(=O)c3ccc([N+](=O)[O-])o3)cc2)CC1
 : ?	.
#97 Cc1cc([N+](=O)[O-])cc2ncccc12
 : ?	.
#98 CCOc1ccc(-n2c(SCC(=O)Nc3cc(C)on3)nnc2-c2c[nH]c3ccccc23)cc1
 : ?	.
#99 CCOC(=O)C1=NN(C(=O)Nc2ccc(OC)cc2)C2C(=O)N(c3cccc(C(F)(F)F)c3)C(=O)C12 (configuration not stated)
 : i	.
#100 COC(=O)CC1C(=O)NCCN1C(=S)Nc1ccc(F)cc1 (configuration not stated)
 : -2.0%	-4.4
#101 O=C(CSc1nnnn1C1CCCC1)NCc1ccc2c(c1)OCO2
 : i	.
#102 CC(C)c1nc(C#N)c(NCCCn2ccnc2)o1
 : ?	.
#103 O=C(Nc1ccccc1)Nc1ccccc1Br
 : 20.9%	.
#104 CCSc1nc2cc(C(=O)OC)ccc2c(=O)n1CC
 : ?	.
#105 Cc1cc(NC(=O)Cn2cc([N+](=O)[O-])cn2)no1
 : ?	.
#106 Cc1ccc(-n2c(CNc3ccc(F)cc3)nnc2SCC(N)=O)cc1
 : ?	.
#107 Cc1ccccc1NS(=O)(=O)c1ccc(OCCNS(C)(=O)=O)cc1
 : ?	.
#108 CN1CCN(c2ccc(C(CC(N)=O)NC(=O)Cc3ccc(Br)cc3)cc2[N+](=O)[O-])CC1 (configuration not stated)
 : 4.4%	9.1
#109 O=C(OCC(=O)N1CCCCCC1)c1n[nH]c(=O)c2ccccc12
 : ?	.
#110 Cc1cc(C)nc(SC2c3cccc4cccc(c34)C2NS(=O)(=O)c2ccccc2)n1 (configuration not stated)
 : -0.4%	2.9
#111 CCOc1cc(S(=O)(=O)N(CC)CC)ccc1Cl
 : ?	.

Assay outcomes deposited in PubChem BioAssay by National Center for Advancing Translational Sciences (NCATS).
